HCV core dimer: HCV core protein dimerization inhibition; inhibition, % at 5 µM; 0.33% of 300,000 active; TR-FRET GST/Flag-core106 dimerization, 1536-well;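 active = inhibition above the mean of all tested compounds plus 3 SD, set per screening campaign, cut at about 45% in these data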
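Assay system: tagged HCV core106 pair (GST and Flag); medium: KF-containing HEPES buffer, pH 7.45, DTT, CHAPS, BSA; also added: Eu donor and XL665 acceptor anti-tag antibodies; dosing: 5 µM single dose; timing: compound-protein-antibody incubation 4 h at 22.5 °C; signal: TR-FRET 671 and 617 nm emission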
PP1 counter: blocks human PP1-alpha phosphatase, a PP5 counter-screen | P62136 | purified PP1alpha, OMFP fluorescence | inhibition, % at 6.7 µM | 0.9% of 320,000 active | AID 2235;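 active = inhibition above the mean inhibition of all tested compounds plus 3 SD, computed separately for each screening campaign, cut at about 15% in these data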
Target sequence (P62136 whole entry, looked up): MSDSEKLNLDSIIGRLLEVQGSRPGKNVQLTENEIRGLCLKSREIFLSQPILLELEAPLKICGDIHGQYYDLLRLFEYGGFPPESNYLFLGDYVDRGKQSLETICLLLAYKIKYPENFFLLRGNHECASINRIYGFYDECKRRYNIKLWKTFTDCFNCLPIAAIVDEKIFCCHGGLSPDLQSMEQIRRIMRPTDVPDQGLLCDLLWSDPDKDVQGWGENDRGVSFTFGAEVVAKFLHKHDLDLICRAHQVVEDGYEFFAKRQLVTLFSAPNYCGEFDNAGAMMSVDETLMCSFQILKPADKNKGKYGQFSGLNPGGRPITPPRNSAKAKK
VLA-4 inh: inhibition in a human VLA-4 binding assay | P13612 | VLA-4 expressing cells, ligand binding flow cytometry | inhibition, % (about 7 µM as worked out from the volumes in the protocol) | 0.2% of 330,000 active | AID 2557; in the data active = inhibition above about 50%
JMJD2C inh: inhibitors of human GASC-1 (JMJD2C) demethylase; GST-JMJD2C(1-420) H3K9me3 demethylation, DELFIA europium; 0.069% of 330,000 active; Q9H3R0; inhibition, % at 2.35 µM;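 active = more than half of a compound's replicate wells show inhibition beyond 50%, single wells judged on their own value; inconclusive = some, but no more than half, of replicates pass 50% inhibition; inactive = no replicate passes 50% inhibition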;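 also: signal counts dimethyl H3K9 product captured on neutravidin plate; 0% = median of DMSO wells and 100% = 0.3 times that DMSO median; strong numbers were not always called active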
Fh CTSL1 inh: blocks F. hepatica cathepsin L1 in PFM18AAP counter-screen; recombinant F. hepatica cathepsin L1, Z-Leu-Arg-MCA fluorescence; inhibition, % at 5.96 µM; 0.49% of 300,000 active;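 active = inhibition above the mean of all tested compounds plus 3 SD, set per screening campaign, cut at about 17% in these data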;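 also: 0% = plate median of test compound wells and 100% = 1 µM Z-Phe-Ala-diazomethylketone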
GRK2 aptamer HTS: inhibitors of human GRK2 displacing RNA aptamer; bead flow cytometry, FAM-aptamer displacement from GRK2; AID 488847; P25098; 0.59% of 330,000 active; inhibition of aptamer binding, % at 10 µM;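 active = inhibition of aptamer binding above 40%, roughly 3 SD of noise, on plates passing a quality check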;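 also: median bead fluorescence of bound FAM aptamer so fluorescent compounds give negative values; no value below 0 was filed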
PP5 inh: blocks human protein phosphatase 5 activity | AID 1987 | inhibition, % at 6.7 µM | P53041 | purified PP5c, OMFP substrate fluorescence | 0.18% of 320,000 active;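 active = inhibition above the campaign's mean inhibition across all tested compounds plus 3 SD, cut at about 9.5% in these data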;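 also: 0% = DMSO only and 100% = 100 µM cantharidin control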
Target sequence (P53041 whole entry, looked up): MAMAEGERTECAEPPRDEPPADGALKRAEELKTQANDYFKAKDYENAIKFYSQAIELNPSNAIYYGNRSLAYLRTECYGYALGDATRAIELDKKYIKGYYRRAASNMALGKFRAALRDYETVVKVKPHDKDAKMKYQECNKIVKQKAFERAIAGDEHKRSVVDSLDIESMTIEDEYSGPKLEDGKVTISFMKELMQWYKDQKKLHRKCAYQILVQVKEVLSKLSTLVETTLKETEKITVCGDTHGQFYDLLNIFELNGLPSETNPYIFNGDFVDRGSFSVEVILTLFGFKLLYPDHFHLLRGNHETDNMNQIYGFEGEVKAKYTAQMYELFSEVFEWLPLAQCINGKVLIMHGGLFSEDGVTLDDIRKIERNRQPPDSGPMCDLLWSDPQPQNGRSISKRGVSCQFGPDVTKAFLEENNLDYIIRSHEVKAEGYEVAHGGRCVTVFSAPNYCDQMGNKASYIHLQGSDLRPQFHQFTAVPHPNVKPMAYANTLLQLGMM
procasp3 activ: procaspase-3 (human) activation | P42574 | recombinant procaspase-3 D3A, Ac-DEVD-pNA absorbance 405 nm | activation, % at 8.5 µM | 0.11% of 330,000 active | AID 463141;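 active = activation above the mean of all tested compounds plus 3 SD, cut at about 21% in these data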;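 also: 0% = DMSO alone and 100% = DMSO wells spiked with extra 5 µM PC-3 D3A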
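Evaluation: percent activation relative to control range; Material: Procaspase-3 D3A mutant, all three cleavage aspartates alanine; Compound: single dose, 8.5 µM nominal compound, 0.8% DMSO; Replication: one well per compound; Signal: absorbance at 405 nm, 0 and 120 min; Schedule: 1 h preincubation plus 2 h reaction at 25 °C.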
proCasp7 act: counter-screen for procaspase-3 activators: activators of human procaspase-7; P55210; recombinant procaspase-7, Ac-DEVD-pNA absorbance 405 nm; D23A/D198A/D206A triple mutant, cannot self-cleave; scale: DMSO 0, 5 µM enzyme 100; activation, % at 8.5 µM; 0.093% of 330,000 active; AID 463210;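 active = percent activation above the screen-wide mean plus 3 SD, cut at about 25% in these data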
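Assay system: Uncleavable procaspase-7 mutant enzyme / Input: 2 µM procaspase-7 mutant as dispensed / Dosing: single nominal 8.5 µM compound dose, 0.8% DMSO final / Timing: 1 h enzyme–compound preincubation and 2 h substrate reaction, both 25 °C / Detection: p-Nitroaniline absorbance at 405 nm, read at 0 and 120 min / Replication: singlicate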
The depositor's hits bear a star; ? = inconclusive; . = not tested or not shown; & = joins results of further samples.

SMILES | HCV core dimer | PP1 counter | VLA-4 inh | JMJD2C inh | Fh CTSL1 inh | GRK2 aptamer HTS | PP5 inh | procasp3 activ | proCasp7 act
CSCCC(NC(=O)c1ccccc1)C(=O)OCC(=O)Nc1ccc(C)c(Cl)c1 (stereo not drawn) | -10 | -2 | 6 | -4 | 1 | 1 | 5.8 | 4 | -5
O=C(NCc1ccco1)c1cc(S(=O)(=O)N2CCOCC2)ccc1Br | 2 | -1 | 8 | -11 | 5 | 0 | 0.7 | 0 | -3
CC(=O)Nc1ccc(NC(=O)C2CCN(C(=O)C3CC(=O)N(c4ccc(C)cc4)C3)CC2)cc1 (stereo not drawn) | 7 | 0 | 0 | -6 | 2 | 1 | 1.0 | -3 | 0
COc1cccc(N2CC(C(=O)N3CCC4(CC3)CC(=O)c3ccccc3O4)CC2=O)c1 (stereo not drawn) | 5 | -4 | 8 | ? | 5 | 0 | -0.5 | 6 | 1
N#CCCNS(=O)(=O)c1ccc(C(=O)OCC2CCCCC2)cc1 | 2 | 2 | -1 | 6 | -2 | 0 | 2.9 | 2 | 2
COC(=O)C(C)N(c1ccc(C)cc1)S(=O)(=O)c1c(C)[nH]c(=O)[nH]c1=O (stereo not drawn) | -5 | -1 | 7 | -9 | -4 | 0 | 1.5 | -3 | -4
C=CCSc1nnc(-c2cnn(-c3ccccc3)c2-n2cccc2)n1C | 0 | 0 | -3 | -6 | 4 | 0 | 4.4 | -4 | 0
CCCCN(C)CCCNC(=O)CS(=O)Cc1nc(-c2ccc(OC)c(OC)c2)oc1C (stereo not drawn) | -3 | -2 | -2 | -1 | -3 | 0 | 2.4 | -7 | -4
CCN(CC)S(=O)(=O)c1ccc(N2CCCC2)c(NC(=O)c2c(-c3ccccc3)noc2C)c1 | 10 | 8 | 14 | -11 | 1 | 0 | 1.8 | 2 | -1
O=C(O)CC1(CC(=O)Nc2ccccc2Br)CCCC1 | -8 | -3 | -3 | 3 | -1 | 0 | 2.5 | -10 | 0
S=C(NCc1ccc(Cl)cc1)NC12CC3CC(CC(C3)C1)C2 | 6 | -1 | 5 | 1 | -4 | 0 | 0.9 | 5 | -5
CC(C)S(=O)(=O)c1csc(NC(=O)Nc2ccc(Cl)cc2)c1 | -5 | 0 | 2 | -1 | 0 | 1 | 1.9 | -10 | 0
COc1ccc(OC)c(N/C(C)=C/C(=O)c2ccccc2)c1 | -16 | -2 | -5 | 3 | 3 | 3 | -1.1 | -18 | -26
CCN(CC)CCN(C(=O)c1ccc2c(c1)OCCO2)c1nc2cc3c(cc2s1)OCO3 | 3 | 1 | 6 | -6 | 4 | 0 | 3.9 | 0 | 5
COc1ccccc1OCc1ccc(C(=O)N2CCN(C(=O)c3ccco3)CC2)cc1 | 12 | 6 | 13 | -5 | 2 | 2 | -2.3 | 2 | 3
COc1ccc(S(=O)(=O)N2CCN(c3cnccn3)CC2)cc1 | . | . | 14 | -5 | . | 4 | . | 1 | 6
COc1cc(NC(=O)COc2c(C)cc(C)cc2[N+](=O)[O-])c(OC)cc1Cl | 12 | -6 | 18 | -11 | 0 | 1 | -1.3 | 4 | 1
Cc1ccc(N2CC(C(=O)Nc3cccnc3)CC2=O)cc1Cl (stereo not drawn) | -9 | -1 | -2 | 11 | -5 | 1 | 1.6 | 2 | 4
O=C(Nc1cccc([N+](=O)[O-])c1)Nn1cnnc1 | -12 | -6 | -12 | -18 | 2 | 0 | -0.8 | 3 | 7
COc1cccc(/C=N/NC(=O)CCc2n[nH]c(=O)[nH]c2=O)c1O | 1 | -2 | 12 | 7 | 1 | 1 | -1.9 | -7 | 10
COc1ccc(S(=O)(=O)N(C)CC(=O)N2CCCCCC2)cc1OC | -1 | -3 | 7 | -46 | -1 | 2 | -2.4 | -9 | 9
Cc1ccc(NC(=O)COC(=O)c2ccc(-n3cccn3)cc2)cc1C | . | 2 | -4 | . | . | 0 | -0.6 | 1 | 8
CCCCN(C(=O)c1c(-c2ccccc2)noc1C)c1c(N)n(CCC)c(=O)[nH]c1=O | . | . | -1 | -5 | . | 0 | . | 3 | 2
COc1cccc(C=N[C@@H](CO)[C@@H](O)c2ccc([N+](=O)[O-])cc2)c1O | -3 | -1 | -4 | -13 | 1 | 1 | 0.7 | -5 | -1
CCOc1ccc(-n2ccnc(SCC(=O)NC3CCCC3)c2=O)cc1 | 3 | -2 | -2 | 2 | 3 | 0 | 1.2 | -7 | 10
Nc1ccc2c(c1)CCC2=O | 2 | 5 | -4 | 21 | 6 | 0 | -0.1 | -4 | 10
O=C(c1ccccc1)N1C(=O)C(c2ccccc2)Oc2ccccc21 (stereo not drawn) | 1 | 1 | -6 | -2 | 0 | 2 | -2.6 | -10 | -4
COc1ccc(CN2CCCC(C(=O)c3ccc(Cl)cc3)C2)cc1Cn1cccn1 (stereo not drawn) | -3 | -7 | 7 | 1 | 4 | 0 | -0.3 | -5 | 6
CCN(CC(=O)N1CCOCC1)S(=O)(=O)c1ccc(F)cc1 | -3 | -3 | 8 | 0 | -1 | 1 | 1.9 | 10 | 0
COc1ccc(-c2nnn(CC#N)n2)cc1OC | -1 | -12 | 0 | 11 | -1 | 0 | -5.1 | -9 | 0
CCCOc1ccc(-c2c(C(=O)N/N=C/c3ccccc3OCC)nnn2-c2nonc2N)cc1 | 19 | -2 | 6 | 2 | 4 | 1 | -0.6 | 6 | 6
CCOc1ccc(CCNC(=O)C2CCCN(S(C)(=O)=O)C2)cc1OCC (stereo not drawn) | 5 | -5 | 32 | 14 | 1 | 1 | -2.4 | 10 | 4
CC(C)(C)c1ccc(CSc2ccc(S(=O)(=O)N3CCOCC3)cn2)cc1 | . | -1 | -5 | -3 | . | 0 | 0.9 | -8 | -18
Cc1ccc(N2C(=O)c3n[nH]c(C)c3C2c2ccco2)cc1 (stereo not drawn) | 0 | -1 | -1 | -7&-10 | -5 | 2 | -0.4 | 2 | 4
COc1ccccc1Oc1nc2ccccn2c(=O)c1/C=C(\C#N)C(=O)Nc1c(C)n(C)n(-c2ccccc2)c1=O | -2 | -4 | 1 | 19 | 4 | 1 | -1.4 | -3 | 4
COCCNC(=O)c1cccc(OC2CCN(Cc3ccccc3OCCO)CC2)c1 | 0 | -1 | 7 | 3 | -4 | 0 | -1.4 | -3 | 1
COc1ccc(NC2=CC(=O)CC(c3ccccc3)C2)cc1 (stereo not drawn) | 3 | -8 | 7 | 5 | -1 | 0 | 0.8 | 18 | 26*
COc1ccccc1CC(=O)NCc1ccc2c(c1)OCO2 | -4 | -1 | 17 | 0 | -1 | 0 | 3.2 | -5 | 3
CCOC(=O)Cc1c(C)nc2c(-c3ccccc3)c(-c3ccccc3)[nH]n2c1=O | 8 | 10 | -3 | -8 | 3 | 1 | 1.7 | 3 | 2
Cn1c(NN)nc2sc3c(c2c1=O)CCC3 | 4 | -1 | 6 | -4 | 0 | 0 | 1.1 | 2 | 2
Cc1ccnc(NC(=O)c2cc(-n3cnnc3)ccc2Cl)c1 | -2 | -2 | 26 | 134 | -4 | 0 | -0.6 | -7 | -6
O=C1N=C(N2CCCC2)S/C1=C\C=C\c1ccccc1 | 26 | 0 | 12 | 7 | 2 | 0 | -1.3 | -4 | 6
CC(=O)C1=C(C)NC(SCC(=O)c2ccccc2)=C(C#N)C1c1ccco1 (stereo not drawn) | 13 | -1 | -1 | 5 | -4 | 10 | 0.8 | 2 | -2
Cc1ccc(S(=O)(=O)N2CCC(C(=O)NN3CCCCC3)CC2)cc1 | . | 1 | 3 | -7 | . | 0 | 0.5 | -3 | 7
O=C(NC1CCCC1)C1CCN(c2cnccn2)CC1 | -2 | -3 | -1 | 0 | 0 | 0 | -0.7 | -6 | 2
CC(C)=CCc1c(-c2ccc(O)cc2O)oc2c3c(cc(O)c2c1=O)OC(C)(C)C=C3 | -3 | -3 | 19 | -11 | 3 | 2 | 2.6 | 8 | 6
CCOC(=O)/C=C1\SCC(=O)N1CC(=O)NCCOC | 0 | -2 | 5 | -3 | -1 | 1 | 2.9 | -2 | 11
CCOc1ccc(CN2CCN(Cc3cnc(-c4ccccc4)s3)CC2CCO)cc1 (stereo not drawn) | -6 | -2 | 6 | 3 | -3 | 2 | -0.4 | 10 | 8
Cc1ccc(C)c(NC(=S)NC23CN4CN(CN(C4)C2)C3)c1 | -1 | -4 | 11 | 2 | 8 | 0 | 2.1 | -11 | -11
O=C(Nc1cccc(-n2cnnn2)c1)c1cc(Cl)ccc1Cl | 4 | -1 | 30 | 3 | -4 | 3 | 1.7 | -1 | 9
COC(=O)c1ccc(Cl)c(S(=O)(=O)N2CCCC2)c1 | 1 | 3 | -1 | 53 | 3 | 1 | 4.2 | 2 | 2
CCOc1ccc(C(=O)NCCc2cnc[nH]2)cc1 | 0 | -3 | -2 | -15 | 2 | 2 | 8.2 | 2 | -7
Cc1ccc(CNC(=O)c2ccc3c(=O)n(CCCN4CCCC4=O)c(=S)[nH]c3c2)cc1 | -3 | 0 | -3 | 3 | 2 | 0 | -1.7 | -1 | -1
Cc1nnc(SCC(=O)NC(=O)NC2CCCC2)n1N | -5 | -3 | 6 | 2 | 0 | 0 | 0.3 | 4 | 4
COC(=O)C1=C(NC(=O)c2cccc(OC)c2)CCS1 | 1 | -14 | -7 | -5 | 5 | 0 | 0.4 | 29* | 25
COc1ccc(OCc2cccc(C(=O)N3CCCC3)c2)cc1 | 4 | -5 | -5 | 0 | 1 | 0 | -1.4 | -5 | 0
O=C(NC1CC1)C1C2C3C4CC5C3C5C4C12 (stereo not drawn) | -1 | 0 | 7 | 5 | -2 | 4 | 1.2 | -5 | -2
O=c1cc[nH]c2cc(Cl)ccc12 | -12 | -1 | 23 | 4 | -5 | 2 | 0.9 | 9 | -8
Cn1c(CNC(=O)c2ccco2)nnc1SCC(=O)Nc1c(F)cc(F)cc1Br | -2 | 0 | -5 | -3 | 6 | 3 | -0.4 | 2 | 0

An excerpt from above in order of heavy-atom count, lowest first:
SMILES | HCV core dimer | PP1 counter | VLA-4 inh | JMJD2C inh | Fh CTSL1 inh | GRK2 aptamer HTS | PP5 inh | procasp3 activ | proCasp7 act
O=c1cc[nH]c2cc(Cl)ccc12 | -12 | -1 | 23 | 4 | -5 | 2 | 0.9 | 9 | -8
Cc1ccc(C)c(NC(=S)NC23CN4CN(CN(C4)C2)C3)c1 | -1 | -4 | 11 | 2 | 8 | 0 | 2.1 | -11 | -11
Cc1ccc(CNC(=O)c2ccc3c(=O)n(CCCN4CCCC4=O)c(=S)[nH]c3c2)cc1 | -3 | 0 | -3 | 3 | 2 | 0 | -1.7 | -1 | -1

procasp3 activ, entries above that show a hit.
smiles | HCV core dimer | VLA-4 inh | JMJD2C inh | GRK2 aptamer HTS | PP5 inh | procasp3 activ
COC(=O)C1=C(NC(=O)c2cccc(OC)c2)CCS1 | 1 | -7 | -5 | 0 | 0.4 | 29*
